# Screens from PubChem.
# G9a block: G9a (human) methyltransferase inhibition; Q96KQ7; G9a H3K9 monomethylation, AlphaScreen, 2 h; Potency, µM (top dose mostly 102 µM), inactives show at the highest dose activity, negative = inhibition, actives largely listed as inhibitors; 8.8% of 350,000 active; AID 504332; further: potency means the concentration at half of the fitted maximal effect; on the % scale 0 is the no-effect control and ±100 the full control effect; nearly all actives have a fitted effect of over 75% in size
#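 Quantitative HTS format: methyltransferase activity on a biotin-tagged H3K9 peptide is measured by AlphaScreen, using a rabbit anti-monomethyl-H3K9 antibody with streptavidin donor and anti-IgG acceptor beads. Final levels are 20 nM enzyme, 500 nM peptide, 20 uM SAM; 2 h RT.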
# Pol eta inh: blocks human DNA polymerase eta activity | recombinant Pol eta, fluorescent DNA replication assay | Q9Y253 | Potency, µM (titrated, usually from 114 µM), for inactives: at the top dose activity change, negative = inhibition, actives largely listed as inhibitors | 1.2% of 390,000 active; further: potency means the concentration at half of the fitted maximal effect; on the % scale 0 is the no-effect control and ±100 the full control effect
#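 Fluorescent replication assay: 50 nM final substrate added after a 15 min room-temperature compound preincubation with 10 nM enzyme. Signal taken at 0 min and again at 10 min.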
# HP1b binding inh: blocks HP1-beta chromodomain binding to methylated histone tails; P83916; AlphaScreen HP1-beta / biotin-H3K9me3 peptide binding; Potency, µM (top dose mostly 114 µM), inactives show top-dose activity change, negative = inhibition, most hits filed as inhibitors; 0.56% of 390,000 active; further: potency means the concentration at half of the fitted maximal effect; nearly all actives have a fitted effect of over 70% in size; inactives centre near 23
#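 Compound inhibition of the preformed complex between 50 nM HP1-beta and 50 nM biotinylated H3K9me3 peptide was read by AlphaScreen. Buffer was PBS pH 7.4 with 0.01% Tween-20. Incubations ran 30 min at room temperature, with 10 ug/mL donor/acceptor beads.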
# GLS inhibitor: blocks human kidney-isoform glutaminase activity; O94925; GLS enzymatic activity, qHTS titration; Potency, µM (top dose mostly 45.5 µM), inactives show at the top dose activity change, negative = inhibition, usual class: inhibitors; 0.21% of 410,000 active; further: potency means the concentration at half of the fitted maximal effect; on the % scale 0 is the no-effect control and ±100 the full control effect
#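 Coupled fluorescence readout: glutamate oxidase/HRP/Amplex Red detect glutamate formed by hKGA from L-glutamine (1 mM solution added). Buffer 45 mM KH2PO4 pH 8.2, 0.02% Tween-20; reads at t0 and 30 min RT.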
# BAZ2B inh: inhibitors of human BAZ2B bromodomain. AlphaScreen BAZ2B-H3K14Ac peptide displacement. Potency, µM (doses to about 114 µM), for inactives: at the highest dose activity change, negative = inhibition, hits mostly inhibitors. 4.4% of 360,000 active. AID 504333; further: potency means the concentration at half of the fitted maximal effect; on the % scale 0 is the no-effect control and ±100 the full control effect; nearly all actives have a fitted effect of over 60% in size
#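 Protein-peptide AlphaScreen: BAZ2B 50 nM, b-H3K14Ac 50 nM, 1x PBS pH 7.4 + 0.01% Tween-20. Preincubation 30 min RT; cpd 30 min RT (top 110 uM); beads 20 min RT, light-protected.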
# JMJD2A Tudor: JMJD2A Tudor domain (human) inhibition; 4.4% of 390,000 active; Potency, µM (highest dose often 114 µM), for inactives: at the top dose activity change, negative = inhibition, most hits filed as inhibitors; AID 504339; AlphaScreen JMJD2A-Tudor / H3K4me3 peptide binding; O75164; further: potency means the concentration at half of the fitted maximal effect; on the % scale 0 is the no-effect control and ±100 the full control effect; nearly all actives have a fitted effect of over 50% in size
# Target sequence (O75164 whole entry, looked up, the tested form may be a part): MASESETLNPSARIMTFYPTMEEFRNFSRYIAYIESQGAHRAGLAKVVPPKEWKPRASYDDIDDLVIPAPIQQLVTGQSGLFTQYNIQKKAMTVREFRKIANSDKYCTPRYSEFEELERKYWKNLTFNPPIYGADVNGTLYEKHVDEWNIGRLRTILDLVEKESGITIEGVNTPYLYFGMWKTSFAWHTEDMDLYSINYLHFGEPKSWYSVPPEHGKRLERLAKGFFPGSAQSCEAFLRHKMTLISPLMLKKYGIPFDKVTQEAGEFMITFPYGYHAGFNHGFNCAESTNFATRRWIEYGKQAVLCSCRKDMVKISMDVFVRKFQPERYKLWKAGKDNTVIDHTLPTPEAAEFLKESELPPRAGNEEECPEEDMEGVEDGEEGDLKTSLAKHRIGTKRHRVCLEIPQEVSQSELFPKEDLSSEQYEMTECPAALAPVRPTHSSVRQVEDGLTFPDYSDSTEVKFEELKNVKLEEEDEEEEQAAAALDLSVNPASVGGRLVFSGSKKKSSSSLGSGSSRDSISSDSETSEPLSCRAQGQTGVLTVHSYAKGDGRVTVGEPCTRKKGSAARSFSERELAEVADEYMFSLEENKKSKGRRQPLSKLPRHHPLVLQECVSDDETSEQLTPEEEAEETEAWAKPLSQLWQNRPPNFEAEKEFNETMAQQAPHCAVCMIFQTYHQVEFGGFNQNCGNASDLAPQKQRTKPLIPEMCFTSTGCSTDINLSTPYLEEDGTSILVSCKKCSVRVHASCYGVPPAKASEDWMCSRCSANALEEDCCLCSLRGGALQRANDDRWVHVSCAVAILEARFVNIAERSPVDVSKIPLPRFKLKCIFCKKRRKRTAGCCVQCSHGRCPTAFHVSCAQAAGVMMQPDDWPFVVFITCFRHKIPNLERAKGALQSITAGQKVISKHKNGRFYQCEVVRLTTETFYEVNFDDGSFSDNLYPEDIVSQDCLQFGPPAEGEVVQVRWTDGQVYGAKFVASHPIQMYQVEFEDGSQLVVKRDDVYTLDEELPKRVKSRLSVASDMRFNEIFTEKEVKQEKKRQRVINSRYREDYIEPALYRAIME
# PGK inhibitor: blocks T. brucei phosphoglycerate kinase. 0.043% of 380,000 active. Potency, µM (top dose mostly 57.5 µM), for the others: at the top dose activity change, negative = inhibition, actives largely listed as inhibitors. P07378. PGK/GAPDH coupled, Kinase-Glo luminescence, 60 min; further: potency means the concentration at half of the fitted maximal effect; on the % scale 0 is the no-effect control and ±100 the full control effect; nearly all actives have a fitted effect of over 60% in size
#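 Recombinant glycosomal PGK reaction used 1,3-bisphosphoglycerate generated in-well by GAPDH (100nM final) in 100mM TEA pH 7.6, 5mM MgCl2, 0.01% Tween-20. After 60 minutes at room temperature, ATP was read by Kinase-Glo Plus luminescence end-point.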
# PI4K2A block: PI4K2A (human) kinase inhibition. Q9BTU6. purified PI4K2A, ADP-Glo luminescence, 1 h; stronger effect = lower value. AID 1346378. activity change, negative = inhibition, % at 76.9 µM. 0.13% of 420,000 active; in the data active means activity change below about -50%; inconclusive means mostly about -30% to -49%;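 further: -100% = wells without enzyme as full effect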
#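 PI4K2A activity was measured by ADP-Glo luminescence: enzyme (4 ug/mL stock) and phosphatidylinositol (1.2 mM stock) in Tris pH 7.5/MgCl2/EGTA/Triton X-100 buffer were reacted with ATP (300 microM stock) for one hour at ambient temperature.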
# Pin1 inhibitor: human Pin1 inhibition | Potency, µM (doses to about 115 µM), for the others: at the highest dose activity, negative = inhibition, actives largely listed as inhibitors | Q13526 | 0.009% of 390,000 active | Pin1 FP peptide displacement, HiFluor488, 10 min; active means well fitted inhibition curve with a large enough effect in the polarisation, with a control signal flat, not every such curve was filed as active; inconclusive means small, poorly fitted or top-dose-only effect, or effect the other way, or a change in a side signal; inactive means no such curve, though single readings can be large or run the other way; the % refers to the polarisation; further: potency means the concentration at half of the fitted maximal effect; on the % scale 0 is the no-effect control and ±100 the full control effect
# An asterisk follows results filed as active; i = inactive; ? = inconclusive; . = not tested or not shown; & = joins results of further samples; [ ] = remark or other dose. Unless noted, the call rests on the fitted dose curve; in most records, active means well fitted curve in the direction sought with a large enough effect; inconclusive means small, poorly fitted or top-dose-only effect, or another doubt; inactive means no such curve, though single readings can be large; an effect the other way counts as inactive or inconclusive. An excerpt; count on the stated rates, not on these rows.
entry	Structure	PGK inhibitor	PI4K2A block	G9a block	HP1b binding inh	Pol eta inh	JMJD2A Tudor	BAZ2B inh	Pin1 inhibitor	GLS inhibitor
1	O=C(CC1CCCC1)Nc1ccc2c(c1)CCC2	-7.5%	2.7	33.9%[activator]	42.1%[activator]	-6.7%	9.6%	3.6%	1.4%	-2.5%
2	N=c1c2c3c(sc2ncn1N)CCC3	-3.6%	-5.3	.	45.9%[activator]	-5.0%	3.7%	-2.1%	-4.2%	-7.9%
3	C[C@H](CO)N1C[C@H](C)[C@@H](CN(C)Cc2ccccc2C(=O)O)OCc2cnnn2CCCC1=O	-0.9%	-6.3	.	.	4.4%	.	.	.	18.8%
4	COc1ccc(C(=O)NNC(=O)CCn2nnc(-c3ccc(Cl)cc3)n2)cc1OC	-5.4%	2.3	0.0%	15.4%	-12.8%	-24.7%	-12.9%	-3.7%	0.1%
5	COC(=O)CC(NS(=O)(=O)c1cccs1)c1ccc2c(c1)OCO2 (centres undefined)	11.2%	4.2	1.3%	23.9%	3.2%	-2.1%	7.1%	-1.6%	4.4%
6	COc1ccc(C2/C(=C(/O)c3ccc(Cl)cc3)C(=O)C(=O)N2CCN2CCOCC2)c(OC)c1 (centres undefined)	0.6%	-4.1	?	39.2%[activator]	-8.0%	-11.0%	-23.6%	1.5%	11.1%
7	O=C(O)CCCCCN=Cc1c(O)c2ccccc2oc1=O	i	-1.7	-34.1%	-19.7%	-20.9%	-6.2%	-14.5%	2.5%	0.0%
8	O=C(NCc1csc(-c2cccs2)n1)C1CC1	5.7%	-2.8	.	9.1%	-8.5%	-9.3%	-0.9%	1.1%	0.2%
9	Nc1ncnc2c1ncn2C1OC(COP(=O)(O)O)C(O)C1O (centres undefined)	?	?	-8.8%[12.7 µM]	23.0%	-1.3%	-21.4%	-1.8%	-14.6%	1.2%
10	COc1ccc(NC(=O)[C@@]2(CC(=O)O)CC(/C=C/c3ccccc3)=NO2)cc1	-4.4%	4.4	-14.6%	0.9%	1.3%	-11.8%	-5.8%	1.5%	6.8%
11	COc1ccc(-c2cc(-c3ccccc3O)[nH]n2)cc1OC	0.3%	3.1	-3.9%[59 µM]	22.3%	-18.8%	-23.6%	.	?	24.7%
12	COc1ccc(N2CCC(CNC(=S)Nc3cc(C)ccc3C)C2)cc1 (centres undefined)	-7.6%	3.0	?	?	-19.5%	39.8µM*	31.6µM*	1.4%	37.2%[activator]
13	COc1cc(/C=C/C(=O)OCC(=O)NNC(=O)c2cc(Cl)ccc2OC)ccc1O	i	3.3	.	49.0%[activator]	-14.2%	-11.7%	.	5.8%	3.1%
14	COc1ccc(C2CC(=O)N3CN(C4CCCCC4)CSC3=C2C#N)c(OC)c1 (centres undefined)	-0.3%	-14.7	2.51µM*	?	-20.5%	3.55µM*	.	-3.7%	11.3%
15	O=C(O)CCc1ccc(S(=O)(=O)Nc2ccccc2C(=O)NCCc2ccccc2)cc1	-6.6%	2.5	-7.1%	23.8%	4.4%	-11.6%	8.1%	-6.7%	-1.0%
16	CC(=O)c1cc(C(=O)N2CCc3c([nH]c4ccccc34)C2CC(C)C)[nH]n1 (centres undefined)	-9.3%	3.5	.	-0.5%	-19.4%	?	?	-2.6%	15.7%
17	Cc1nc2nc(NC(=O)C(C)C)[nH]n2c(=O)c1Cc1ccccc1	-3.2%	0.6	-34.9%[59 µM]	-3.5%	4.7%	-29.6%	-11.8%	-3.6%	-5.0%
18	Cc1ccc(S(=O)(=O)NNC(=O)c2cc(C)c(C)cc2N)cc1	-3.5%	5.7	.	5.8%	-5.4%	-26.4%	.	-3.1%	36.7%[activator]
19	COc1ccc2nc(NS(=O)(=O)c3ccc(NC(C)=O)cc3)sc2c1	3.9%[11.5 µM]	1.6	-10.0%[59 µM]	36.5%	-9.7%	-21.4%	-6.3%	2.2%	-10.3%
20	CCOc1cccc(/C=N/NC(=S)Nc2ccccc2[N+](=O)[O-])c1O	4.2%	-1.4	3.1%	8.6%	-4.8%	?	11.2µM*	1.8%	11.4%
21	Cc1cc(O)cc(O)c1-c1onc(C(F)(F)F)c1-c1cscn1	-9.7%	2.6	1.5%[59 µM]	25.6%	-14.7%	-23.6%	-6.6%	3.4%	?
22	COc1ccc(NC(=O)COc2ccccc2Cl)cc1S(=O)(=O)N1CCCCC1	-5.4%	-0.7	-28.6%	43.7%	-18.8%	-24.3%	-4.0%	27.5%	-3.9%
23	CCOC(=O)Cc1cnc(NC(=O)CSc2nc(N)cc(N)n2)s1	-1.4%	-8.7	0.4%	24.3%	-22.4%	-3.1%	-2.6%	1.8%	10.6%
24	CCN(CC1CCCN(CCc2cccc(OC)c2)C1)C(=O)c1ccoc1C (centres undefined)	i	1.6	20.5%	8.5%	-9.0%	-22.9%	-20.1%	-6.7%	?
25	CCCN(CCC)CCNC(=O)c1cc2c(-c3ccccc3F)nn(C)c2s1	-4.1%&-5.3%	1.0&1.6	-18.8%	39.0%&-5.1%[activator]	-17.8%&-17.2%	-17.6%&-29.7%	1.3%	5.5%&1.9%	2.5%&-4.6%
26	COc1ccc(C(=O)Cn2c(NCCO)nc3ccccc32)cc1OC	-1.7%	-3.7	1.0%[59 µM]	22.0%	-3.0%	-15.7%	9.8%	-0.6%	22.2%
27	COc1ccc(NC(=O)CSc2nnc(Cc3ccccc3)c(=O)n2N)cc1	2.4%	6.6	-45.5%	41.0%[activator]	-9.9%	-20.9%	-1.4%	-4.3%	-8.3%
28	O=C1CCCN2N=C(SCC(=O)N3N=C(c4ccc(Br)cc4)CC3c3ccc(F)cc3)SC2=N1 (centres undefined)	-1.5%	-1.3	-22.5%	20.0%	-9.4%	-13.8%	-16.6%	22.5%	-2.2%
29	CC(OC(=O)Cn1cnc2c1c(=O)n(C)c(=O)n2C)C(=O)NC(C)c1ccc(Cl)cc1Cl (centres undefined)	-9.4%	-5.3	-3.5%	22.9%	-20.5%	-6.2%	-9.7%	-0.7%	-9.0%
30	O=C(NN1CCOCC1)c1cnn2c(C(F)F)cc(-c3ccccc3)nc12	1.7%	-1.2	-26.0%	38.3%	-10.4%	-11.9%	-24.4%	-5.8%	13.6%
31	COc1ccc(CN(C)CC(=O)Nc2cccc(S(=O)(=O)N3CCCC3)c2)cc1F	1.0%	-2.7	.	40.3%[activator]	-7.1%	-2.6%	.	1.4%	1.8%
32	CCn1c(CSCc2ccc(F)cc2)nnc1SCC(=O)N1CCN(c2ccccc2)CC1	-9.6%	6.8	-5.0%[12.7 µM]	19.5%	-17.6%	-30.4%	?	-0.5%	8.6%
33	COC(=O)c1ccccc1NC(=O)c1noc2c1CCC2	?	-2.4	44.7µM*	?	20µM*	50.1µM*	50.1µM*	?	?
34	Cc1ccc2c(c1)c1c(c(=O)n(Cc3ccccc3)c(=O)n1CC(=O)Nc1ccccc1C)n2C	6.3%	5.3	-26.6%[59 µM]	26.8%	-13.1%	-10.0%	-5.2%	-1.7%	4.6%
35	COc1ccc(C(=O)NCC(=O)n2nc(C)cc2C)cc1OC	-11.5%	2.7	-4.8%[12.7 µM]	20.4%	3.0%	-18.7%	-1.7%	-0.1%	4.8%
36	CC(C)c1onc(C(=O)NCc2ccccc2)c1[N+](=O)[O-]	-8.3%	-5.9	-35.8%[59 µM]	27.2%	-0.7%	-2.1%	-26.5%	-17.1%	-0.5%
37	CCCCOC(=O)CCc1c(C)[nH]c(=O)c(C#N)c1C	-9.3%	-1.8	7.8%	46.2%[activator]	-11.6%	23.3%[11.4 µM]	-6.2%	0.9%	-1.7%
38	COC(=O)c1cc(C(=O)OC)cc(N2C(=O)CC(Sc3nc(C)cc(C)n3)C2=O)c1 (centres undefined)	-1.4%	2.6	?	53.4%[activator]	-5.9%	-16.7%	-11.5%	-1.0%	-4.9%
39	CN(C)S(=O)(=O)c1cccc(NC(=O)Cc2ccsc2)c1	-4.3%	1.0	-2.3%	22.7%	11.7%	-5.5%	-12.7%	3.5%	-11.4%
40	CCc1ccccc1NC(=O)c1cc(S(=O)(=O)N(C)C)ccc1N1CCCC1	7.3%	-2.2	10.4%	18.2%	-19.8%	-6.6%	-5.0%	-6.7%	10.0%

# Profiles from above.
# C[C@H](CO)N1C[C@H](C)[C@@H](CN(C)Cc2ccccc2C(=O)O)OCc2cnnn2CCCC1=O is listed as PGK inhibitor: -0.9%; PI4K2A block: -6.3; G9a block: .; HP1b binding inh: .; Pol eta inh: 4.4%; JMJD2A Tudor: .; BAZ2B inh: .; Pin1 inhibitor: .; GLS inhibitor: 18.8%
# CCn1c(CSCc2ccc(F)cc2)nnc1SCC(=O)N1CCN(c2ccccc2)CC1 is listed as PGK inhibitor: -9.6%; PI4K2A block: 6.8; G9a block: -5.0%[12.7 µM]; HP1b binding inh: 19.5%; Pol eta inh: -17.6%; JMJD2A Tudor: -30.4%; BAZ2B inh: ?; Pin1 inhibitor: -0.5%; GLS inhibitor: 8.6%

# Look-ups from the results shown.
# JMJD2A Tudor, Cc1cc(O)cc(O)c1-c1onc(C(F)(F)F)c1-c1cscn1 stands at -23.6%
# PGK inhibitor, CCn1c(CSCc2ccc(F)cc2)nnc1SCC(=O)N1CCN(c2ccccc2)CC1 stands at -9.6%

# Compounds 39 to 40, quoted:
entry	Structure	PGK inhibitor	PI4K2A block	G9a block	HP1b binding inh	Pol eta inh	JMJD2A Tudor	BAZ2B inh	Pin1 inhibitor	GLS inhibitor
39	CN(C)S(=O)(=O)c1cccc(NC(=O)Cc2ccsc2)c1	-4.3%	1.0	-2.3%	22.7%	11.7%	-5.5%	-12.7%	3.5%	-11.4%
40	CCc1ccccc1NC(=O)c1cc(S(=O)(=O)N(C)C)ccc1N1CCCC1	7.3%	-2.2	10.4%	18.2%	-19.8%	-6.6%	-5.0%	-6.7%	10.0%
